# SKKanGAS inh: inhibitors of SKKanGAS S. pyogenes growth in kanamycin (SK-promoter or general growth effect); BacTiter-Glo, 6 h; inhibition, % at 7.5 µM; 1.3% of 300,000 active; AID 1662;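 active means mean replicate score, as percent of positive control median, at least 50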;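 further: strain carries kanamycin resistance gene driven by streptokinase promoter and grows in 40 µg/ml kanamycin; loss of luminescence reflects streptokinase promoter inhibition or plain growth inhibition; 0% = median of DMSO wells and 100% = positive control at its reference dose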
# TRPC6 inh: inhibitors of mouse TRPC6 channel. Q61143. HEK293-TRPC6, membrane potential dye, ACh-evoked depolarization; hits give low values. B-score at 10 µM. 1.1% of 310,000 active. AID 2553;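 active means B-score under library mean minus 3 SD, initial fluorescence not abnormally high, positive integrated signal ratio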;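 further: B-score derived from integrated fluorescence ratio over the kinetic read; more negative B-score means stronger inhibition of depolarization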
# Target sequence (Q61143 whole entry, looked up): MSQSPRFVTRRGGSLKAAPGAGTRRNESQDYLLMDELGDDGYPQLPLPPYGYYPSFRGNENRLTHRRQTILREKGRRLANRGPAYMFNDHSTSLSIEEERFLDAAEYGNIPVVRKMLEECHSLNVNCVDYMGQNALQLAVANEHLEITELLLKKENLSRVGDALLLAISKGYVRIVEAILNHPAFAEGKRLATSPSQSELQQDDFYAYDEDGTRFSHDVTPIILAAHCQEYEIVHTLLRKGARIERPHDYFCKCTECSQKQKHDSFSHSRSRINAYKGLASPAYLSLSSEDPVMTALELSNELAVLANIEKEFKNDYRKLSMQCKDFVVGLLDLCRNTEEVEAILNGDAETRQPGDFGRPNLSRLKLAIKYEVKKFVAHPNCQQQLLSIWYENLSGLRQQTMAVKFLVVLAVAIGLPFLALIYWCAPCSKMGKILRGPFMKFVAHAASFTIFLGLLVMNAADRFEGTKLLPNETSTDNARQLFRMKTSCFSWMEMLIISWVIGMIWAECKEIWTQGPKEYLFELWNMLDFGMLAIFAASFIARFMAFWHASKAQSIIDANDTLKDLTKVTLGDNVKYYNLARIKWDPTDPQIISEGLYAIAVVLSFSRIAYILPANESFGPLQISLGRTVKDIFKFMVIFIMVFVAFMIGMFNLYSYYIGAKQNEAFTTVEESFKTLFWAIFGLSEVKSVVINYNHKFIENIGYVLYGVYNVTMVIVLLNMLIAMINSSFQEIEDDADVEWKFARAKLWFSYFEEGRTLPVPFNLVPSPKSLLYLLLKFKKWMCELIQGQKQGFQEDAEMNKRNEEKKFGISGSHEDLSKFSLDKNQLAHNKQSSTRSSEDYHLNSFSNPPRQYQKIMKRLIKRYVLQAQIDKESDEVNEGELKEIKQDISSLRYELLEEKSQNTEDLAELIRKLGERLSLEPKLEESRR
# TRPC4 PAM: allosterically enhances the mouse TRPC4 cation channel; HEK293 TRPC4beta/mu-opioid, DAMGO EC20, Fluo-4 Ca2+ flux; hits give high values; B-score at 10 µM; 0.42% of 310,000 active; AID 2227;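 active means B-score of calcium response area above 5 SD of library B-scores, with initial fluorescence ratio within 5 SD of library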;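 further: B-score of integrated fluorescence ratio over time as area under calcium response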
# TRPC4 agonist: TRPC4 (mouse) channel activation | HEK293 TRPC4beta/mu-opioid, Fluo4 calcium fluorescence; hits give high values | 0.49% of 310,000 active | B-score at 10 µM | Q9QUQ5;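 active means B-score above 5 SD of library B-scores, and initial fluorescence ratio not above library mean plus 5 SD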;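 further: positive B-score marks a calcium rise read as TRPC4 activation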
#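 Test system: HEK293 cells stably co-expressing mouse TRPC4beta and mu-opioid receptor | Schedule: Fluo4 dye loading 45 min at room temperature, 110 s recording | Measured by: Kinetic Fluo4 calcium fluorescence, 5 s baseline at 1 Hz | Evaluation: B score of integrated ratio | Controls: Buffer (low) and maximal DAMGO (high)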
# ANO1 block: inhibitors of mouse TMEM16A calcium-activated chloride channel; HEK293 TMEM16A/YFP iodide influx fluorescence, ionomycin; normalized B-score (activity score, 25-100; higher = stronger inhibition) at 10 µM; 1.2% of 310,000 active;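 active means ratio plate-corrected score three or more library SD toward inhibition, starting fluorescence score within five deviations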;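 further: score derived from kinetic fluorescence span divided by baseline fluorescence per well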
# ANO1 activ: activators or potentiators of mouse TMEM16A chloride channel; Q8BHY3; HEK293 TMEM16A/YFP-H148Q/I152L, iodide quench fluorescence; hits give low values; B-score at 10 µM; 0.3% of 340,000 active; AID 623877;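 active means fluorescence-ratio B-score plate-corrected deviation score at least 3 library SD below zero, with starting fluorescence score within 5 deviations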;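 further: channel opened by trigger with iodide after compound preincubation; score built on the fluorescence ratio of max minus min over baseline; more negative score means more quench and so TMEM16A activation or potentiation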
# TRPC4 block: blocks the mouse TRPC4 cation channel. Q9QUQ5. HEK293 TRPC4beta/mu-opioid, DAMGO-evoked Fluo4 calcium flux; hits give low values. B-score at 10 µM. 0.39% of 300,000 active. AID 2247;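 active means B-score over 3 SD under the library average, no early fluorescence shift, positive overall ratio signal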
#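 Assay system: HEK293 cells with stable TRPC4beta plus mu-opioid receptor expression. Dosing: single dose. Measured by: Fluo4 Ca2+ flux fluorescence. Also added: DAMGO in two steps, submaximal then maximal. Read-out: B score from integrated Fluo4 fluorescence ratio.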
# TRPC6 activator: mouse TRPC6 channel activation; Q61143; HEK293-TRPC6 membrane potential dye fluorescence; hits give high values; B-score at 10 µM; 0.13% of 310,000 active;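 active means B-score of the integrated fluorescence ratio above library mean plus 3 SD, and starting fluorescence ratio within library mean plus 5 SD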;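 further: higher score means more depolarization so channel activation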
# MrgX1 PAM: human MrgX1 positive allosteric modulation, primary screen. B-score at 10 µM. 0.63% of 310,000 active. AID 588675. MrgX1-HEK293, Fluo-4 calcium flux, FDSS; hits give high values;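 active means plate-corrected calcium response at least 3 library SD above typical, normal starting fluorescence, not activating the receptor alone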;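 further: compound read alongside a low EC10 to EC30 dose of BAM8-22 agonist; peak minus trough fluorescence over baseline measured at the second addition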
# MrgX1 ag: agonists of human MrgX1 receptor. B-score at 10 µM. MrgX1-HEK293 cells, Fluo-4 calcium fluorescence, agonist mode; hits give high values. Q96LB2. AID 588627. 0.44% of 310,000 active;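 active means calcium response B-score plate-corrected fluorescence ratio at least 3 library SD, with starting fluorescence B-score inside 5 SD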
#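 Material – MrgX1-expressing HEK293 cells · Input – 15,000 cells seeded per well · Dosing – compound as first of three additions · Times – overnight seeding, then 1 h dark dye loading · Measured by – kinetic Fluo-4 NW fluorescence of intracellular calcium · Read-out – B-scored fluorescence response ratio · Benchmarks – positive and negative control wells on each plate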
# MrgX1 antagonist: blocks BAM8-22 activation of human MrgX1 receptor | 1.3% of 310,000 active | B-score at 10 µM | MRGX1-HEK293 calcium flux, Fluo-4, BAM8-22 antagonism; hits give low values;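 active means calcium-response B-score plate-corrected more than 3 library SD below zero, starting fluorescence within 5 deviations, no agonist response on first addition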;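 further: peak minus trough fluorescence over baseline after final BAM8-22 challenge near maximal dose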
# Numbers without * were called inactive; i = inactive.
SMILES	SKKanGAS inh	TRPC6 inh	TRPC4 PAM	TRPC4 agonist	ANO1 block	ANO1 activ	TRPC4 block	TRPC6 activator	MrgX1 PAM	MrgX1 ag	MrgX1 antagonist
CC(C)(C)NC(=S)NCCc1ccccc1	-1.4	i	i	i	i	i	i	i	i	i	i
O=C(NC(Cc1ccccc1)c1ccc2c(c1)OCCCO2)c1ccc(F)cc1 (stereo unspecified)	2.9	i	i	i	25*	i	i	i	i	i	i
CC(C)c1ccc(NC(=O)CN2CCN(C(=O)C3CCCO3)CC2)cc1 (stereo unspecified)	9.8	i	i	i	i	i	i	i	i	i	i
COc1cccc(CN(C)C(=O)CNC(=O)c2cccs2)c1OC	-9.6	i	i	i	i	i	i	i	i	i	i
O=C(COc1ccccc1)Nc1cccc(-c2ccc(N3CCOCC3)nn2)c1	3.5	i	i	i	i	i	i	i	i	i	i
O=[N+]([O-])c1ccccc1/C=N/OCc1ccccc1	6.8	i	i	i	i	i	i	i	i	i	i
O=C(Nc1c(F)cc(F)cc1Br)c1cc(-c2ccccc2)on1	-5.5	i	i	i	i	i	i	i	i	i	i
Cc1oc(-c2ccc(Cl)cc2)nc1CS(=O)CC(=O)NCc1cccs1 (stereo unspecified)	-5.8	i	i	i	i	i	i	i	i	i	i
COc1ccc(C(=O)N(C)C2(C)CCS(=O)(=O)C2)cc1OC (stereo unspecified)	-9.3	i	i	i	i	i	i	i	i	i	i
CC1Cc2ccccc2N1C(=O)CCn1cccn1 (stereo unspecified)	-0.5	i	i	i	i	i	i	i	i	i	i
O=C1ON=C(c2ccccc2)/C1=C/c1ccc(O)cc1	2.7	i	i	i	i	i	i	i	i	i	i
C(=C\c1nc(-c2ccncc2)no1)/c1ccccc1	-6.5	i	i	i	i	i	i	i	i	i	i
C/C(=N\NC(=O)COc1ccccc1-c1ccccc1)c1cccnc1	3.8	i	i	i	i	i	i	i	i	i	i
C=CCN(CC=C)S(=O)(=O)c1ccc(F)cc1	-5.0	i	i	i	i	i	i	i	i	i	i
NS(=O)(=O)c1ccc(CCNC(=O)COC(=O)c2cc([N+](=O)[O-])ccc2N2CCOCC2)cc1	-9.6	i	i	i	i	i	i	i	i	i	i
CC(C)CN1CCNC(=O)C1CC(=O)NCc1cnn(-c2cccc(F)c2)c1 (stereo unspecified)	5.4	i	i	i	i	i	i	i	i	i	i
CCCc1nnc(NC(=O)CCS(=O)(=O)c2ccccc2)s1	-6.9	i	i	i	i	i	i	i	i	i	i
COc1ccc(Nc2nccc3c2ncn3C)cc1	-4.4	i	i	i	i	i	i	i	i	i	i
COc1ccc(C2=NN(C(=O)CSc3ncccn3)C(c3ccc(OC)cc3)C2)cc1 (stereo unspecified)	3.4	i	i	i	i	i	i	i	i	i	i
Cc1cc(C(=O)Nc2ccc(F)cc2)c2ccccc2n1	1.9	i	i	i	i	i	i	i	i	i	i
Cc1cccc(C(=O)Nc2nc3ccc(S(C)(=O)=O)cc3s2)c1	2.2	i	i	i	i	i	i	i	i	i	i
COc1cc(OC)cc(C(=O)Nc2nc(CC(=O)NC(C)c3ccccc3)cs2)c1 (stereo unspecified)	3.8	i	i	i	i	i	i	i	i	i	i
Cc1nc(NCC2CCCO2)nc2c1C(=O)CC(C)C2 (stereo unspecified)	13.3	i	i	i	i	i	i	i	i	i	i
CCOc1ccc(N(CC)S(=O)(=O)c2cccc3nsnc23)cc1	-0.4	i	i	i	i	i	i	i	i	i	i
O=C(CCN1C(=O)/C(=C\c2ccccc2F)SC1=S)N1CCCCC1	0.2	i	i	i	i	i	i	i	i	i	i
O=C(Cc1ccccc1)Nc1ccc(Br)c(Cl)c1	5.7	i	i	i	i	i	i	i	i	i	i
CCOC(=O)c1cnc(-n2nc(C)cc2C)nc1NCCO	1.9	i	i	i	i	i	i	i	i	i	i
O=C(COC(=O)c1ccc2c(c1)OCCO2)Nc1cc(Cl)ccc1Cl	-1.8	i	i	i	i	i	i	i	i	i	i
CC(C)C(=O)N1CCN(c2ccccc2N)CC1	-1.6	i	i	i	i	i	i	i	i	i	i
CCCCOC(=O)c1ccc(NC(=O)C(=O)NCC2CCCO2)cc1 (stereo unspecified)	-5.1	i	i	i	i	i	i	i	i	i	i
CN(C(=O)COC(=O)c1ccccc1Nc1ccccc1)c1c(N)n(Cc2ccccc2)c(=O)[nH]c1=O	15.3	i	i	i	i	i	i	i	i	i	-7*
Cc1ccc(S(=O)(=O)N2CCN(C(=O)CCn3nc(C)c(C)c3C)CC2)cc1C	-0.1	i	i	i	i	i	i	i	i	i	i
O=C(Cc1cccs1)N1CCN(c2ccccn2)CC1	1.1	i	i	i	i	i	i	i	i	i	i
NC(=O)Cn1c(=O)n(Cc2ccco2)c(=O)c2c3c(sc21)CCCCC3	-6.0	i	i	i	i	i	i	i	i	i	i
Cc1c(CN2CCCC(C(=O)c3cccc(Cl)c3)C2)c(=O)n(-c2ccccc2)n1C (stereo unspecified)	-3.6	i	i	i	i	i	i	i	i	i	i
CC1(C)CC(CCN)(Cc2ccccc2Cl)CCO1 (stereo unspecified)	3.8	i	i	i	i	i	i	i	i	i	i
O=C(Cc1nnc(NC(=O)Nc2ccc(Cl)cc2)s1)NCc1ccccc1	-10.6	i	i	i	i	i	i	i	i	i	i
CC(C)Cn1c(N2CCN(C(=O)c3cccs3)CC2)nc2ccccc21	-2.8	i	i	i	i	i	i	i	i	i	i
c1ccc(-c2nc3ccccn3c2-c2ccccc2)cc1	0.6	i	i	i	i	i	i	i	i	i	i
CSc1ncccc1C(=O)Nc1ccc(C)cn1	-1.6	i	i	i	i	i	i	i	i	i	i
CCOC(=O)CC(=O)CSc1nc(-c2ccccc2)cc(-c2ccc(Cl)cc2)c1C#N	9.1	i	i	i	i	i	i	i	i	i	i
O=C(c1cccc(F)c1)N1CCC2(CC1)NCCc1[nH]cnc12	0.0	i	i	i	i	i	i	i	i	i	i
Cc1ccc(S(=O)(=O)N2CCN(C(=O)COC(=O)c3cnc(C)cn3)CC2)c(C)c1	-3.6	i	i	i	i	i	i	i	i	i	i
CCSC1=N/C(=C\C=C2/Oc3ccccc3N2CC)C(=O)S1	-6.1	i	i	i	i	i	i	i	i	i	i
COc1ccc(Nc2sc(C(=O)c3ccc(Cl)cc3)c(N)c2C(=O)Nc2ccccc2OC)cc1	12.2	i	i	i	i	i	i	i	i	i	i
CCNC(=O)NC(=O)C(C)OC(=O)c1ccc(-n2nc(SC)sc2=S)cc1 (stereo unspecified)	6.2	i	i	i	i	i	i	i	i	i	i
O=C(c1ccc(Cl)cc1Cl)N1CCSCC1	-0.1	i	i	i	i	i	i	i	i	i	i
N#Cc1sc2nc(-c3cccs3)cc(-c3ccc(Cl)cc3)c2c1N	16.4	i	i	i	i	i	i	i	i	i	i
CCNCc1nc2cc(OC)c(OC)cc2c(=O)[nH]1	11.3	i	i	i	i	i	i	i	i	i	i
NC(N)=NS(=O)(=O)c1ccc(NC(=S)NC(=O)Cc2ccc(Cl)cc2)cc1	7.1	i	i	i	i	i	i	i	i	i	i
O=C(O/N=C/c1ccc(Br)cc1)c1ccc(F)cc1	-11.7	i	i	i	i	i	i	i	i	i	i
COc1ccc(Nc2nc(C(F)(F)F)nc(C)c2C#N)cc1	-0.2	i	i	i	i	i	i	i	i	i	i
Cc1cc(C)c(Cn2cnc3ccccc32)c(C)c1	20.8	i	i	i	i	i	i	i	i	i	i
S=C(NCCc1ccc(Cl)cc1)NCc1ccccc1	-6.2	i	i	i	i	i	i	i	i	i	i
Cc1cc(C)n(CCNC(=O)c2cc(COc3c(F)cccc3F)on2)n1	-24.1	i	i	i	i	i	i	i	i	i	i
COC(=O)c1sccc1NC(=O)CSc1ccccc1NS(=O)(=O)c1ccc(Cl)cc1	23.4	i	i	i	i	i	i	i	i	i	i
CC1(C)Oc2ccc3ccc(=O)oc3c2/C(=C/NNC(N)=S)C1=O	82.0*	i	i	i	i	i	i	i	i	i	i
CC(C)(C)C(=O)COC(=O)c1ccccc1O	1.6	i	i	i	i	i	i	i	i	i	i
O=C(NCc1cccs1)Nc1cccs1	3.9	i	i	i	i	i	i	i	i	i	i
N=c1sc2ccccc2n1-c1ccccc1	-0.2	i	i	i	i	i	i	i	i	i	i

# Remaining list, next part.
SMILES	SKKanGAS inh	TRPC6 inh	TRPC4 PAM	TRPC4 agonist	ANO1 block	ANO1 activ	TRPC4 block	TRPC6 activator	MrgX1 PAM	MrgX1 ag	MrgX1 antagonist
CCOC(=O)CC1C(=O)NC2CCCCC2N1C(=O)Nc1ccc(Cl)cc1 (stereo unspecified)	-5.8	i	i	i	i	i	i	i	i	i	i
COc1ccc(CNc2oc(COc3ccccc3)nc2C#N)cc1	-6.0	i	i	i	i	i	i	i	i	i	i
C/C(=N/NC(=O)Cc1cccc2ccccc12)c1cccs1	4.2	i	i	i	i	i	i	i	i	i	i
CCOc1cc(C(=O)OC(C)C(=O)Nc2ncc(Cl)cc2Cl)ccc1OCC(=O)N1CCOCC1 (stereo unspecified)	7.8	i	i	i	i	i	i	i	i	i	i
COC(=O)c1c(SCC(=O)NC2CCCCC2)[nH]c2ccccc2c1=O	3.5	i	i	i	i	i	i	i	i	i	i
Cc1cc(SCC(=O)NCCN2C(=O)CSC2=O)nc2ccccc12	-6.2	i	i	i	i	i	i	i	i	i	i
c1ccc(-c2ccccc2OCCN2CCOCC2)cc1	5.0	i	i	i	i	i	i	i	i	i	i
OCCC1CCCCN1CC(O)COCc1ccc(Cl)cc1 (stereo unspecified)	0.2	i	i	i	i	i	i	i	i	i	i
Cc1nc(Nc2ccccc2)sc1C	19.2	i	i	i	i	i	i	i	i	i	i
COc1cc(CNc2ccc3[nH]c(=O)[nH]c3c2)ccc1OCc1ccccc1F	-4.0	i	i	i	i	i	i	i	i	i	i
COc1ccc(N2CCN(C(=O)CN(c3ccc(Br)cc3)S(C)(=O)=O)CC2)cc1	2.6	i	i	i	i	i	i	i	i	i	i
